From PubChem BioAssay
Pin1 inh – inhibitors of human Pin1; Q13526; Pin1 FP peptide displacement, HiFluor488, 10 min; Potency, µM (series often up to 115 µM), inactives show top-dose activity, negative = inhibition, hits mostly inhibitors; actives 0.009% (n = 390,000); active = well fitted inhibition curve with a large enough effect in the polarisation, with a control signal flat, not every such curve was filed as active; inconclusive = small, poorly fitted or top-dose-only effect, or effect the other way, or a change in a side signal; inactive = no such curve, though single readings can be large or run the other way; the % refers to the polarisation; also: potency is read from the fitted curve at half-maximal effect; % is scaled to controls: 0 for no effect and ±100 for the full control effect
JMJD2A Tudor – inhibitors of human JMJD2A Tudor domain; AlphaScreen JMJD2A-Tudor / H3K4me3 peptide binding; Potency, µM (highest dose often 114 µM), for inactives: top-dose activity change, negative = inhibition, hits mostly inhibitors; actives 4.4% (n = 390,000); O75164; also: potency is read from the fitted curve at half-maximal effect; % is scaled to controls: 0 for no effect and ±100 for the full control effect; nearly all actives have a fitted effect of over 50% in size
PI4K2A block – inhibitors of human PI4K2A; AID 1346378; actives 0.13% (n = 420,000); activity change, negative = inhibition, % at 76.9 µM; purified PI4K2A, ADP-Glo luminescence, 1 h; hits give low values; in the data active = activity change below about -50%; inconclusive = mostly about -30% to -49%;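 also: -100% = wells without enzyme as full effect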
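PI4K2A activity was measured by ADP-Glo luminescence: enzyme (4 ug/mL stock) and phosphatidylinositol (1.2 mM stock) in Tris pH 7.5/MgCl2/EGTA/Triton X-100 buffer were reacted with ATP (300 microM stock) for one hour at ambient temperature.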
HP1b binding inh – HP1-beta chromodomain-methylated histone interaction inhibition | AlphaScreen HP1-beta / biotin-H3K9me3 peptide binding | actives 0.56% (n = 390,000) | Potency, µM (titrated, usually from 114 µM), for inactives: at the top dose activity change, negative = inhibition, actives largely listed as inhibitors | AID 540317; also: potency is read from the fitted curve at half-maximal effect; nearly all actives have a fitted effect of over 70% in size; inactives centre near 23
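HP1-beta protein (50 nM final) preincubated 30 min at room temperature with biotinylated H3(1-18)K9me3 peptide (50 nM) in PBS pH 7.4, 0.01% Tween-20, then compound added for 30 min. AlphaScreen streptavidin donor/nickel chelate acceptor beads (10 ug/mL final), 30 min dark, luminescence read.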
G9a block – G9a (human) methyltransferase inhibition | Potency, µM (series often up to 102 µM), without a hit: at the highest dose activity, negative = inhibition, hits mostly inhibitors | AID 504332 | actives 8.8% (n = 350,000) | G9a H3K9 monomethylation, AlphaScreen, 2 h | Q96KQ7; also: potency is read from the fitted curve at half-maximal effect; % is scaled to controls: 0 for no effect and ±100 for the full control effect; nearly all actives have a fitted effect of over 75% in size
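AlphaScreen read-out: biotin-H3K9 peptide (500 nM) methylation by 20 nM enzyme with 20 uM SAM, 2 h at room temperature after 15 min compound preincubation; anti-monomethyl H3K9 antibody plus donor/acceptor beads, 10 min dark.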
GLS inhibitor – blocks human kidney-isoform glutaminase activity | O94925 | GLS enzymatic activity, qHTS titration | Potency, µM (titrated, usually from 45.5 µM), for inactives: top-dose activity change, negative = inhibition, most hits filed as inhibitors | actives 0.21% (n = 410,000); also: potency is read from the fitted curve at half-maximal effect; % is scaled to controls: 0 for no effect and ±100 for the full control effect
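Assay buffer: 45 mM KH2PO4 pH 8.2, 0.02% Tween-20. hKGA acts on L-glutamine (1 mM solution added); product glutamate is reported by an oxidase/peroxidase Amplex Red coupling, with fluorescence taken at baseline and 30 min.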
PGK inhibitor – inhibitors of T. brucei phosphoglycerate kinase; AID 602233; PGK/GAPDH coupled, Kinase-Glo luminescence, 60 min; P07378; actives 0.043% (n = 380,000); Potency, µM (titrated, usually from 57.5 µM), without a hit: top-dose activity change, negative = inhibition, usual class: inhibitors; also: potency is read from the fitted curve at half-maximal effect; % is scaled to controls: 0 for no effect and ±100 for the full control effect; nearly all actives have a fitted effect of over 60% in size
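Recombinant glycosomal PGK reaction used 1,3-bisphosphoglycerate generated in-well by GAPDH (100nM final) in 100mM TEA pH 7.6, 5mM MgCl2, 0.01% Tween-20. After 60 minutes at room temperature, ATP was read by Kinase-Glo Plus luminescence end-point.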
BAZ2B inh – blocks human BAZ2B; Potency, µM (titrated, usually from 114 µM), inactives show at the highest dose activity change, negative = inhibition, usual class: inhibitors; AlphaScreen BAZ2B-H3K14Ac peptide displacement; Q9UIF8; actives 4.4% (n = 360,000); also: potency is read from the fitted curve at half-maximal effect; % is scaled to controls: 0 for no effect and ±100 for the full control effect; nearly all actives have a fitted effect of over 60% in size
Target sequence (Q9UIF8 whole entry, looked up): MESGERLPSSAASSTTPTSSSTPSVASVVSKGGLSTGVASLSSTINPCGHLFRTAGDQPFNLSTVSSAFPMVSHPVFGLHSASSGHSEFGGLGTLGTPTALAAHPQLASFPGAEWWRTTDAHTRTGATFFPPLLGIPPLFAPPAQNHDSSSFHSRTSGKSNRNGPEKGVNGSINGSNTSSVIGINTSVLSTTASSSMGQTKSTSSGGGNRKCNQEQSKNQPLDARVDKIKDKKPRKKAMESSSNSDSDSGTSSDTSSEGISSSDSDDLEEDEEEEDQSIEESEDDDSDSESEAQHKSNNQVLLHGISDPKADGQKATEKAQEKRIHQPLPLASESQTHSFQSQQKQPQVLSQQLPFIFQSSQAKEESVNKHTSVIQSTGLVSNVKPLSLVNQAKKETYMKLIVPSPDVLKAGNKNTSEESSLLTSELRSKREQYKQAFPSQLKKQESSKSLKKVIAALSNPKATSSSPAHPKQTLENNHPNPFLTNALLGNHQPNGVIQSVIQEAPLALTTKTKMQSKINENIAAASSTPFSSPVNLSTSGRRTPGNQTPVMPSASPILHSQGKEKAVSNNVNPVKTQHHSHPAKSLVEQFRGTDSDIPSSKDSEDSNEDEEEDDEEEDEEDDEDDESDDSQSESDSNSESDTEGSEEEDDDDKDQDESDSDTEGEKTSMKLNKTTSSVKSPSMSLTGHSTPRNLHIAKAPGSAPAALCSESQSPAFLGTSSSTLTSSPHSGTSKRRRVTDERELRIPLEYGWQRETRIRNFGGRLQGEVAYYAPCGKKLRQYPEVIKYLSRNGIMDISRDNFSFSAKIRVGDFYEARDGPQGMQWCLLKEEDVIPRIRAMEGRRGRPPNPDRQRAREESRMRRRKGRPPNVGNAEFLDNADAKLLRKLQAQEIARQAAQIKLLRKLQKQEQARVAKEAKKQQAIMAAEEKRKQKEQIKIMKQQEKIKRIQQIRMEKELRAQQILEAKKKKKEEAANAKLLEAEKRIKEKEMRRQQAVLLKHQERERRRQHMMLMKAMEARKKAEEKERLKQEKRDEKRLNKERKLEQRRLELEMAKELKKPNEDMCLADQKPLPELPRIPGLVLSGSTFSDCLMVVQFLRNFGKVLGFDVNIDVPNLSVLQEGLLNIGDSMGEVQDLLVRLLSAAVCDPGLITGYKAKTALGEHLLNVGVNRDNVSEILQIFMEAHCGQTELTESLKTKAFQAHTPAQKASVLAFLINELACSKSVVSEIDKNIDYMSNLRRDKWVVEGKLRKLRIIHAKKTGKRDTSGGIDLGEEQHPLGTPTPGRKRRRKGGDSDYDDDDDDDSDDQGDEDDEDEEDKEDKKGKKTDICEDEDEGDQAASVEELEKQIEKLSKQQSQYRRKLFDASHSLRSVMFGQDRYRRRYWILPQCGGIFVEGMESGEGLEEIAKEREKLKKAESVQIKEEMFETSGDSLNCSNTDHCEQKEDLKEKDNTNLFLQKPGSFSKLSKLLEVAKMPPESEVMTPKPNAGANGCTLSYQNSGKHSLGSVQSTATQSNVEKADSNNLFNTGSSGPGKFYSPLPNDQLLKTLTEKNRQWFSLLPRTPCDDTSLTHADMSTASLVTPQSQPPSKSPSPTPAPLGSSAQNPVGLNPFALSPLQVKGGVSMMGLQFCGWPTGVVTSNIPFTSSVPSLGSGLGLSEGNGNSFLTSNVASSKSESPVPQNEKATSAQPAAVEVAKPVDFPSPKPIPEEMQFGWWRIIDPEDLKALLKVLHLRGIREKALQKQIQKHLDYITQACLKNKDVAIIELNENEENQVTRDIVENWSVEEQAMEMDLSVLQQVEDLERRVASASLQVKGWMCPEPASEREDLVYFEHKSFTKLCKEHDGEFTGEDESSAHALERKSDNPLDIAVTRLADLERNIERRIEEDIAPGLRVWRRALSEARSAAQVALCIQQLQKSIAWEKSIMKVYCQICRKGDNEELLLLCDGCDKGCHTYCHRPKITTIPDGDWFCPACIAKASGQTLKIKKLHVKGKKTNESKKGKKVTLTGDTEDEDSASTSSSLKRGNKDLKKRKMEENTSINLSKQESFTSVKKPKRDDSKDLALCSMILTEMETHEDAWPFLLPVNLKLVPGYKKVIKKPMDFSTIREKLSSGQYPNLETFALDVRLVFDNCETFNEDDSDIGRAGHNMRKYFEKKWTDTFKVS
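Multi-concentration screen (max 110 uM) measuring displacement of acetylated histone H3 peptide from BAZ2B by AlphaScreen, using 50 nM protein, 50 nM peptide and 10 ug/mL streptavidin donor plus Ni-chelate acceptor beads.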
POLH inh – inhibitors of human DNA polymerase eta. Q9Y253. recombinant Pol eta, fluorescent DNA replication assay. Potency, µM (series often up to 114 µM), without a hit: at the top dose activity change, negative = inhibition, hits mostly inhibitors. actives 1.2% (n = 390,000). AID 588591; also: potency is read from the fitted curve at half-maximal effect; % is scaled to controls: 0 for no effect and ±100 for the full control effect
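Pol eta (10 nM) was preincubated with compounds for 15 min at room temperature, after which fluorescent replication substrate (50 nM final) was added to start the reaction. Fluorescence was read kinetically at 0 and 10 min.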
Active calls of the source: *; i = inactive; ? = inconclusive; nt = not tested or not shown; & = joins results of further samples; [ ] = dose if it differs, or a comment. Unless noted, calls follow the shape of the dose curve; as a rule, active = well fitted curve in the direction sought with a large enough effect; inconclusive = small, poorly fitted or top-dose-only effect, or another doubt; inactive = no such curve, though single readings can be large; an effect the other way counts as inactive or inconclusive.

Pin1 inh,JMJD2A Tudor,PI4K2A block,HP1b binding inh,G9a block,GLS inhibitor,PGK inhibitor,BAZ2B inh,POLH inh,Compound
0%,-12%,-3,26%,-11%[2.33 µM],-7%,-10%,-26%,-12%,C=CCN1C(=O)c2ccc(C(=O)N(C)Cc3ccc(C)o3)cc2C1=O
-1%,-15%,2,2%,-8%,0%,2%,-3%,-4%,CCOC(=O)c1c(C)c(C(=O)NCCCN2CCCC2=O)c(C)n1CC
2%,-17%,2,31%,13%,6%,-6%,1%,-16%,CC(Oc1ccc2c3c(c(=O)oc2c1)CCCC3)C(=O)NC1CC(C)(C)NC(C)(C)C1 (stereo not given)
3%,-18%,-2,12%,19%,3%,5%,6%,-4%,CNC(=O)c1cccc(NC(=O)c2ccccc2OCc2ccccc2)c1
-4%,50µM*,1,?,?,14%,-10%,?,-15%,CCc1ccc(-c2nc(CN3CCC(C(=O)NCCN(CC)c4ccccc4)CC3)c(C)o2)cc1
2%,-15%[57.1 µM],-2,-4%,18%[59 µM],-3%,-2%,?,-19%,O=[N+]([O-])c1cc(S(=O)(=O)Nc2ccccc2)ccc1NCc1cccnc1
2%,-20%,-4,6%,?,0%,-2%,nt,-19%,COc1ccc(Br)cc1CNC(=O)c1cc2c(=O)n(C)c3ccccc3c2s1
-4%,-34%,-5,-17%,nt,23%,-7%,nt,-7%,Cc1ccc(-c2csc(N)n2)cc1
-4%,-16%,-2,36%[activator],?,8%,8%,6%,-19%,Cc1cccc(C(=O)NCC(=O)N2CC=C(c3ccccc3)CC2)c1
-4%,-4%,-3,13%,?,13%,-5%,-21%,-3%,CC(C)CNC(=O)CCc1nc(-c2ccccc2)no1
-5%,-8%,1,5%,12%[59 µM],13%,-8%,6%,-11%,COC(=O)C1=C(C)N(C)C(=S)NC1c1ccccc1 (stereo not given)
7%,-10%,-1,28%,-7%[59 µM],25%,5%,-21%,-9%,Cc1ccc2c(CNCC(C)c3ccccc3)c(C(=O)O)n(Cc3ccccc3C)c2c1 (stereo not given)
4%,-36%,3,1%,nt,11%,-1%,nt,-4%,O=C1NC[C@H](Cc2ccccc2)N(C[C@H]2CCCN2C[C@H](Cc2ccccc2)N2C[C@H](Cc3ccccc3)N(CC3CCCCC3)C(=O)C2=O)C1=O
11%,?,0,-22%,7.1µM*,-3%,-3%,25µM*,-21%,Cc1cc2c(cc3c(SCc4cccc(Cl)c4)nnc(C)n32)o1
-7%,-8%,-3,18%,3%[59 µM],5%,-14%,1%,-12%,CCOc1ccc(Br)cc1S(=O)(=O)NC1CCCC1
-20%,?,2,40%[activator],-1%,16%,10%,-4%,-2%,O=C(Nc1cccc(-n2cnnn2)c1)c1cccs1
-10%,-11%,-2,33%,5%,0%,-3%,-11%,-4%,Cc1nn(CC(=O)NC(C)CCc2ccccc2)c(=O)c2nn(-c3ccccc3)c(C)c12 (stereo not given)
-8%,1%,6,44%[activator],23%,0%,i,-10%,-11%,Cc1ccc(CNC(=S)Nc2ccc(NS(=O)(=O)c3ccc(C)cc3)cc2)cc1
1%,-11%,0,22%,5%,-15%,-6%,-8%,-16%,COc1ccc(C(CCNCc2ccc(OC(C)C)cc2)C(C)C)cc1 (stereo not given)
nt,nt,0,nt,nt,-1%,-3%,nt,-8%,O=C(c1cccs1)N1C[C@@H](O)[C@H](n2cc(-c3ccc(F)cc3)nn2)C[C@@H]1c1ccc(Cl)cc1
41%[activator],-35%,-2,6%,-18%[59 µM],?,-4%,1%,-1%,Cc1ccc(N2C(=O)C3N=NN(CC(=O)N4N=C(c5cccc6ccccc56)CC4c4ccccc4)C3C2=O)cc1 (stereo not given)
3%,1%,6,21%,-36%,-5%,10%,-17%,-1%,CN(C)/C=C/C(=O)c1cnc(-c2ccccc2)s1
-4%,5%,-1,27%,?,-5%,-7%,11%,-21%,Fc1ccc(NC(=S)Nc2ccc(F)c(Cl)c2)cc1Cl
28%,-22%,-1,34%,?,-16%,-7%,-7%,?,Cc1cc(C(=O)CSc2nnc(Cc3ccccc3)o2)c(C)n1Cc1ccc2c(c1)OCO2
-1%,-1%,-1,38%,9%,4%,3%,-2%,-20%,N#CCc1ccc(NC(=O)Cn2c(=O)oc3ccccc32)cc1
-2%,-14%,4,14%,-13%[12.7 µM],8%,-3%,11%,-14%,O=C(OC1CCOC1=O)c1cc(S(=O)(=O)N2CCOCC2)c(Cl)cc1Cl (stereo not given)
-5%&8%,-29%&-27%,-2&-6,-4%&8%,?,27%&25%,-12%&-8%,-27%&-37%,-13%&-10%,COC(=O)c1ccccc1NC(=O)Cn1c(CCC(=O)O)ccc1-c1cccs1
-1%,-11%,2,10%,2%[59 µM],-5%,14%,-1%,-12%,O=C(Cc1cccs1)NCc1ccccc1F
-1%,?,0,-12%,-14%[59 µM],2%,-1%,-12%,-26%,COc1cc(NC(=O)CN2C(=O)NC(C)(c3ccc4ccccc4c3)C2=O)c(C)cc1[N+](=O)[O-] (stereo not given)
45%[activator],6%,-1,52%[activator],20%,0%,10%[11.5 µM],7%,-3%,COc1cccc(-n2nnc3c(=O)n(Cc4cccc(F)c4)cnc32)c1
2%,-1%,0,41%[activator],-3%[12.7 µM],0%,7%,5%,-13%,Cc1cc(OCC(=O)OCC(=O)NC2CCCCCC2)ccc1Cl
0%,-12%,-3,27%,11%,3%,-11%,-9%,-10%,CCOc1ccc(CNC(=O)C2CCN(C(=O)N3CC(C)Oc4ccccc43)CC2)cc1 (stereo not given)
nt,nt,1,nt,nt,-7%,-6%,nt,-13%,Cc1ccc(S(=O)(=O)NCc2ccccc2)cc1C(=O)NCC(=O)Nc1c(C)cccc1C
-6%,4%,6,19%,nt,-1%,-9%,7%,-12%,O=C(Cn1cnc([N+](=O)[O-])c1)NCc1ccc(F)cc1
0%,-14%,-1,38%,4%[2.33 µM],2%,4%,2%,-3%,O=C(NCc1ccccc1CN1CCCC1)c1cc2ccccc2o1
4%,-10%,1,13%,-31%[59 µM],5%,-5%,1%,5%,O=C(NCc1cccs1)c1cc(S(=O)(=O)N2CCCCC2)ccc1Cl
-2%,-14%,0,15%,nt,0%,-13%,-10%,?,O=C1[C@@H]2[C@H]3CC[C@H](C3)[C@@H]2C(=O)N1O
0%,?,5,-10%,nt,11µM*,7%,-4%,-11%,COC(=O)C1=C(O)C2(C(=O)O)CC(C(=O)OC)=C(O)C(C(=O)O)(C1)C2
-1%,-20%[57.1 µM],3,4%,-17%[59 µM],2%,-9%,?,-8%,C/C(=C\C(=O)N1CCc2ccccc21)C(=O)O
3%,?,0,-21%,11µM*,3%,-8%,?,-7%,COC(=O)CCc1sc(Nc2ccccc2)nc1-c1ccc(OC)cc1
0%,-17%,1,27%,nt,3%,i,nt,-1%,CC1(C)CC[C@]2(CO)CC[C@]3(C)C(=CCC4[C@@]5(C)CC[C@H](O)[C@@](C)(CO)C5CC[C@]43C)[C@@H]2C1 (stereo not given in full)
6%,28%,1,56%[activator],-6%,-17%,i,-13%,-9%,CCCCOc1ccc(/C=N/NC(=O)c2nnn(-c3nonc3N)c2C)cc1
49%[activator],?,-11,1%,17%[59 µM],-19%,0%,-1%,-21%,COc1ccc(/C=C2\SC(=O)N(CC(=O)NNC(=O)c3ccccc3O)C2=O)cc1
37%[activator],-30%,-5,17%,?,2%,0%,-21%,-10%,NC(=O)[C@H]1CC2(CC(c3cccc(NC(=O)COc4ccc(Cl)cc4)c3)=NO2)CN1C(=O)c1ccc(Cl)cc1 (stereo not given in full)
6%,-20%,7,48%[activator],nt,9%,-3%,-15%,?,Cc1ccccc1OCC(=O)N/N=C/c1sc(=O)n(Cc2cccc(C(=O)O)c2)c1Cl
nt,-25%,-11,7%,3.5µM*,21%,7%,?,-10%,CCCCn1c(=O)[nH]c2nc3cc(N)ccc3nc2c1=O
-4%,-17%,0,19%,13%[12.7 µM],-1%,-3%,-6%,-8%,O=C(COC(=O)CN1C(=O)c2ccccc2C1=O)Nc1ccccc1[N+](=O)[O-]
0%,9%,-1,26%,16%[12.7 µM],0%,-7%,-4%,-17%,CS(=O)(=O)c1ccc(NC(=O)c2ccccc2-n2cnnn2)cc1
-1%,4%,0,29%,17%,2%,-9%,-5%,-15%,O=C(Nc1c2c(nn1-c1ccc(F)cc1)CS(=O)(=O)C2)c1ccc2c(c1)OCO2
9%,-10%,-4,25%,nt,-4%,1%,13%,-7%,COc1cccc(CNC(=O)c2cc(S(=O)(=O)N3CCOCC3)cn2C)c1
2%,5%,-1,30%,?,-2%,9%,-31%,-4%,NC(=O)CN1C(=O)C(=O)N(Cc2cccc(C(F)(F)F)c2)C1=O

Quoted at random: 4 compounds from above, in no set order.
Pin1 inh,JMJD2A Tudor,PI4K2A block,HP1b binding inh,G9a block,GLS inhibitor,PGK inhibitor,BAZ2B inh,POLH inh,Compound
nt,-25%,-11,7%,3.5µM*,21%,7%,?,-10%,CCCCn1c(=O)[nH]c2nc3cc(N)ccc3nc2c1=O
0%,9%,-1,26%,16%[12.7 µM],0%,-7%,-4%,-17%,CS(=O)(=O)c1ccc(NC(=O)c2ccccc2-n2cnnn2)cc1
2%,5%,-1,30%,?,-2%,9%,-31%,-4%,NC(=O)CN1C(=O)C(=O)N(Cc2cccc(C(F)(F)F)c2)C1=O
9%,-10%,-4,25%,nt,-4%,1%,13%,-7%,COc1cccc(CNC(=O)c2cc(S(=O)(=O)N3CCOCC3)cn2C)c1

Only part of the results is shown; the hit share may differ from the screen's.
